Screening data (PubChem)
APE1 inh: APE1 (human) endonuclease inhibition; recombinant APE1, TAMRA/BHQ-2 abasic DNA cleavage fluorescence; Potency, µM (top dose mostly 65.8 µM), inactives show at the top dose activity change, negative = inhibition, actives largely listed as inhibitors; hit rate 0.35% among 350,000;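 also: potency is read from the fitted curve at half-maximal effect; plate controls were vehicle for no effect and reference inhibitor for full effect; nearly all actives have a fitted effect of over 55% in size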
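Quantitative HTS: incision of a TAMRA/BHQ-2 double-stranded substrate bearing a tetrahydrofuran abasic site by 0.75 nM APE1 raises fluorescence. Substrate 50 nM final, added after 15 min compound preincubation at room temperature; progress as third-minus-first kinetic read difference.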
GRP78 ERSR act: induces the endoplasmic reticulum stress response in human glioma cells; U87-MG GRP78 promoter luciferase reporter, 16 h; hit rate 0.02% among 420,000; Potency, µM, without a hit: at the highest dose activation, hits mostly activators; also: potency is read from the fitted curve at half-maximal effect; series mostly up to about 76 µM; % of control where 0% means no effect; nearly all actives have a fitted effect of over 35% in size
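Stably transfected U87-MG glioma cells carrying a GRP78-based luciferase sensor; 16 h compound incubation. Luminescence end-point read 10 min after Bright-Glo addition at room temperature.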
BLM inh: Bloom syndrome helicase (human) inhibition; P54132; recombinant BLM DNA unwinding, fluorescence dequenching; Potency, µM (doses to about 56.1 µM), for inactives: at the top dose activity change, negative = inhibition, hits mostly inhibitors; hit rate 0.2% among 350,000;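 also: potency is read from the fitted curve at half-maximal effect; plate controls were vehicle for no effect and no enzyme for full effect; nearly all actives have a fitted effect of over 35% in size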
Apoferritin bind: candidate novel general anesthetic via apoferritin binding | hit rate 0.074% among 350,000 | AID 485281 | P02791 | Potency, µM (highest dose often 77.5 µM), for the others: top-dose activity change, negative = displacement, actives largely listed as inhibitors | apoferritin/1-aminoanthracene competitive binding, fluorescence; also: potency is read from the fitted curve at half-maximal effect; % is scaled to controls: 0 for no effect and ±100 for the full control effect; nearly all actives have a fitted effect of over 20% in size
Target sequence (P02791 2-175 limits assumed): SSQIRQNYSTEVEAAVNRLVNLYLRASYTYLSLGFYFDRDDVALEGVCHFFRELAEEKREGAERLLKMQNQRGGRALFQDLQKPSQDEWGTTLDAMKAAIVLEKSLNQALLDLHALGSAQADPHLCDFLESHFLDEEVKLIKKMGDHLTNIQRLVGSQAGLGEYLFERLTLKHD
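In PBS, apoferritin at 10 uM is loaded with 1-AMA from a 50% saturated solution. After 10 min of compound exposure at ambient temperature, reduced 535 nm fluorescence indicates probe displacement.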
LDHA block: inhibitors of human lactate dehydrogenase A | P00338 | purified LDHA, NADH/diaphorase-resazurin fluorescence; hits give low values | activity change, % (values are at about 110 or 230 µM) | hit rate 0.15% among 480,000; in the data active = activity change below about -30%; inconclusive = mostly about -25% to -30%;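 also: plate controls were DMSO wells for no effect and wells without enzyme for full effect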
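Enzyme activity of human lactate dehydrogenase 5 (2 nM; 0.06 mM NADH, 0.2 mM pyruvate, 5 min, RT) is measured via a resazurin/diaphorase fluorescence readout of residual NADH.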
POLK inh: blocks human DNA polymerase kappa activity; Q9UBT6; purified Pol kappa, fluorescent DNA synthesis assay, 10 min; Potency, µM (top dose mostly 107 µM), for inactives: at the highest dose activity, negative = inhibition, actives largely listed as inhibitors; hit rate 0.53% among 400,000; AID 588579; also: potency is read from the fitted curve at half-maximal effect; % is scaled to controls: 0 for no effect and ±100 for the full control effect
Target sequence (Q9UBT6 whole entry, looked up): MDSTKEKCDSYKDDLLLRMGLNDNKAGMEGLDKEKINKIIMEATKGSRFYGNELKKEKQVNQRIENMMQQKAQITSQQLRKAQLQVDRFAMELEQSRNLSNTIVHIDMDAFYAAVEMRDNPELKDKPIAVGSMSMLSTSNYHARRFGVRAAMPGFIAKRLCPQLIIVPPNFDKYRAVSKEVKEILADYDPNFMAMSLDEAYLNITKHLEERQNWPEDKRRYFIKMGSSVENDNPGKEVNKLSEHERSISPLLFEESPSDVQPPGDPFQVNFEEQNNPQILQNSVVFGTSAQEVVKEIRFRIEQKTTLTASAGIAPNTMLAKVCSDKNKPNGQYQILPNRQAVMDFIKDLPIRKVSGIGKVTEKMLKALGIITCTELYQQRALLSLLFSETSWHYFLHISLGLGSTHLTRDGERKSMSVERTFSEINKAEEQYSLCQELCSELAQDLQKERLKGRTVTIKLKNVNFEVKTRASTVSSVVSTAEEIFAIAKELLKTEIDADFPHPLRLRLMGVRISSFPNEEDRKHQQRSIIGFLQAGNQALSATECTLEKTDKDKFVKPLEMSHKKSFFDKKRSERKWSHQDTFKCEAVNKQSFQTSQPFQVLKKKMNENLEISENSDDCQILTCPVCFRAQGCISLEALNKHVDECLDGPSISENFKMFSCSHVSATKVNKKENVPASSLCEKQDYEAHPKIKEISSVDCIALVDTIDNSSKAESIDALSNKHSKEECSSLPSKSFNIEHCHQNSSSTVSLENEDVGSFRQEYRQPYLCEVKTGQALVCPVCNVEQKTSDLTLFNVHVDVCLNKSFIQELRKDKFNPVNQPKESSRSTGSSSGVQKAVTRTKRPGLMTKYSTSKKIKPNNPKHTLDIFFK
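Inhibition of 10 nM Pol kappa is measured by a fluorescent read-out at 0 and 10 min following addition of 50 nM substrate (final), with a 15-min room-temperature compound preincubation.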
Pol iota inh: DNA polymerase iota (human) inhibition; Potency, µM (highest dose often 115 µM), for inactives: at the top dose activity, negative = inhibition, most hits filed as inhibitors; Pol iota fluorescent replication assay, 10 min; Q9UNA4; hit rate 1% among 390,000; also: potency is read from the fitted curve at half-maximal effect
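Pol iota at 10 nM preincubated 15 min with compounds at room temperature; reaction started with fluorescent substrate, 50 nM final. Fluorescence read kinetically at 0 and 10 min; buffer-only wells as negative control.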
Pol eta inh: blocks human DNA polymerase eta activity; recombinant Pol eta, fluorescent DNA replication assay; Potency, µM (series often up to 114 µM), inactives show top-dose activity change, negative = inhibition, hits mostly inhibitors; hit rate 1.2% among 390,000; AID 588591; also: potency is read from the fitted curve at half-maximal effect; % is scaled to controls: 0 for no effect and ±100 for the full control effect
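Pol eta at 10 nM preincubated with compounds 15 min at room temperature; reaction started with fluorescent substrate (50 nM final) and read kinetically at 0 and 10 min.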
Pol beta inh: DNA polymerase beta (human) inhibition. Potency, µM (series often up to 114 µM), without a hit: at the top dose activity change, negative = inhibition, most hits filed as inhibitors. hit rate 1.3% among 340,000. P06746. Pol beta primer extension/strand displacement, fluorescence kinetic. AID 485314; also: potency is read from the fitted curve at half-maximal effect; % is scaled to controls: 0 for no effect and ±100 for the full control effect
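Pol beta (10 nM) and compounds were preincubated 15 min at room temperature, then 50 nM substrate (final) started primer extension/strand displacement. Reads were taken at 0 and 10 min; concentration-response data were fitted to a four-parameter Hill equation.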
Active calls of the source: *; ? = inconclusive; . = not tested or not shown; & = joins results of further samples; [ ] = dose if it differs, or a comment. Unless noted, calls follow the shape of the dose curve; as a rule, active = well fitted curve in the direction sought with a large enough effect; inconclusive = small, poorly fitted or top-dose-only effect, or another doubt; inactive = no such curve, though single readings can be large; an effect the other way counts as inactive or inconclusive. Not all compounds are listed; the hit share may differ from the screen's.

Results follow in this order: APE1 inh, GRP78 ERSR act, BLM inh, Apoferritin bind, LDHA block, POLK inh, Pol iota inh, Pol eta inh, Pol beta inh
Cc1nc2ccccc2c(=O)n1NCc1cccs1
    12%, 5%, 1%, -21%, -2, -1%, -36%, -4%, 87%
COc1cccc(C(=O)NCCCc2ccccc2)c1OC
    ., 0%, ., ., -10, -4%, 29%, -7%, .
O=C(Nc1ccc2c(c1)OCO2)C1CCN(C(=O)c2ccc([N+](=O)[O-])cc2)CC1
    1%, 3%, -1%, -12%, 5, 9%, 17%, -5%, 32%
COCCCNC(=O)CNC(=S)N(Cc1ccccc1F)C1CCCCC1
    19%, -1%, -3%, -11%, -6, -13%, 21%, 3%, 31%
O=C(O)CCCC[C@@H]1SC[C@@H]2NC(=O)N[C@@H]21
    ., -1%, ., ., -3, 1%, 22%, -22%, .
O=C(CN1C(=O)NC2(CCCC2)C1=O)NCc1ccc(F)cc1
    -2%, -4%, ., ., -4, -16%, 57%[activator], -9%, .
CCn1c(=O)c2c(nc3n2CCCN3CCc2ccccc2)n(C)c1=O
    11%, -5%, -5%, -7%, -1, -6%, ?, -16%, 38%
COc1ccc([C@H]2CC(=O)C=C(c3cccc(NC(C)=O)c3)C2)cc1
    -35%, 0%, ., ., -1, -3%, 10%, -7%, .
CCOCCCn1c(=NC(=O)c2cccs2)c(C#N)cc2c(=O)n3cccc(C)c3nc21
    -2%, -5%, 1%, 45%[activator], -13, -15%, 20%, -10%, 0%
O=CN1CCN(CC(O)Cn2c3ccccc3c3ccccc32)CC1 (stereo not given)
    -11%, -4%, 1%, -1%, -2, 6%, 42%[activator], -3%, 0%
Cc1cc(NC(=O)COc2ccc(Cl)cc2Cl)n(-c2ccccc2)n1
    -9%, -5%, -2%, -11%, -6, -3%, 22%, -13%, 34%
CSCCC(NC(=O)c1ccco1)C(=O)OCC(=O)Nc1ncc(Cl)c(C)c1Cl (stereo not given)
    -6%, -2%, -8%, -24%, 3, -6%, -16%, ?, -18%
CNC(=O)NC(=O)Cn1nc2n(c1=O)-c1ccccc1SC2
    13%, -1%, -5%, 9%, -15, 6%, 12%, 8%, 12%
O=C(NC1CCCCC1)c1nn2c(C(F)(F)F)cc(-c3ccco3)nc2c1Br
    0%, -6%, -13%, ?, -13, -12%, 7%, -12%, -12%
C=CCNC(=O)N1CCCC(C(=O)c2cccc(OC(C)C)c2)C1 (stereo not given)
    1%, 1%, -2%, -4%, -1, 5%, 13%, -3%, 11%

3 entries out of the list, ordered by heavy-atom count, descending.
Results follow in this order: APE1 inh, GRP78 ERSR act, BLM inh, Apoferritin bind, LDHA block, POLK inh, Pol iota inh, Pol eta inh, Pol beta inh
CSCCC(NC(=O)c1ccco1)C(=O)OCC(=O)Nc1ncc(Cl)c(C)c1Cl (stereo not given)
    -6%, -2%, -8%, -24%, 3, -6%, -16%, ?, -18%
O=C(NC1CCCCC1)c1nn2c(C(F)(F)F)cc(-c3ccco3)nc2c1Br
    0%, -6%, -13%, ?, -13, -12%, 7%, -12%, -12%
Cc1cc(NC(=O)COc2ccc(Cl)cc2Cl)n(-c2ccccc2)n1
    -9%, -5%, -2%, -11%, -6, -3%, 22%, -13%, 34%

Next part
Results follow in this order: APE1 inh, GRP78 ERSR act, BLM inh, Apoferritin bind, LDHA block, POLK inh, Pol iota inh, Pol eta inh, Pol beta inh
COc1ccc(C(=O)NCC(=O)Nc2ccccc2)cc1OC
    0%, -3%, 2%, 40%[activator], -2, 7%, 7%, 5%, 7%
Fc1ccc(/C=C\c2nccc3c2[nH]c2ccccc23)cc1
    -5%, -4%, -10%, 72%[activator], -3, -21%, 1%, -12%, -4%
COc1ccc2c(c1OC)C(Cc1ccccc1)N1CCc3cc4c(cc3C1C2)OCO4 (stereo not given)
    7%, 1%, -6%, ., ., -11%[19.4 µM], ., ., .
Cc1ccc(C)c(N2CCN(c3ccc([N+](=O)[O-])cn3)CC2)c1
    -7%, -2%, -11%, -3%, -3, -7%, 31%, -6%, -2%
CCOC(=O)Nc1nc(C)c(C(=O)N(C)C)s1
    10%, -5%, -4%, -10%, -6, 1%, 11%, -6%, 0%
Cc1cccc2nc(-c3ccco3)c(Nc3ccc4c(c3)OCO4)n12
    -6%, 2%&-3%, -6%&-7%, -10%&2%, 13&7, -8%&9%, 47%&33%[activator], -21%&-2%, 2%&0%
CCCCCC(=O)N/N=C/c1cc(Br)c(O)c(OC)c1
    -1%, -1%, -3%, -3%, -5, -14%, 14%, -8%, 1%
CC(=O)c1ccc(N2CCN(C(=O)c3cc4c(C)nc5ccccc5c4o3)CC2)cc1
    -16%, -4%, -17%, -1%, -2, -9%, 21%, -11%, -11%
CCOC(=O)Cc1csc(NC(=O)COc2cc(C)cc(C)c2)n1
    0%, -5%, 0%, -8%, 0, 3%, -7%, 4%, 12%
CCN1C(=O)[C@H]2[C@@H](c3ccc(-c4ccc(F)cc4)c(OC)c3)N[C@@](Cc3ccccc3)(C(=O)OC)[C@H]2C1=O
    -10%, -1%, ., ., 5, 11%, 6%, -19%, .
COc1ccc([N+](=O)[O-])cc1NC(=O)C(C)Sc1ccc(C)cc1 (stereo not given)
    6%, -3%, 2%, -15%, 5, -14%, 8%, -12%, -4%
CCN1CCN(CCOc2ccccc2OCc2ccccc2)CC1
    0%, 0%, -1%, -4%, -15, 10%, -2%, -8%, 0%
Cc1ccc(S(=O)(=O)NCc2ccc(C(=O)NCc3cccnc3)cc2)cc1
    12%, ., -2%, -14%, ., ., ., ., 0%
O=C(Cc1ccc(S(=O)(=O)N2CCCC2)s1)N1CCN(c2ccccc2)CC1
    ?, -3%, -10%, -11%, 1, 0%, 55%, -9%, 32µM*
Cc1c(OCc2ccc(C(=O)O)cc2)ccc2c(-c3ccccc3)cc(=O)oc12
    -1%, 0%, -6%, -7%, -6, 13%, 82%[activator], ?, 12%
COc1ccccc1N1CCN(Cc2ccc(OC)c(OC)c2OC)CC1
    9%, -3%, -4%, -7%, 0, -14%, 18%, -3%, -2%
O=C(OCc1ccc([N+](=O)[O-])cc1)c1ccccn1
    1%, -1%, -4%, -12%, -11, 0%, 57%[activator], -7%, 34%
COc1ccccc1CCN1CCCC(CN(C)Cc2ccc(OCCO)cc2)C1 (stereo not given)
    8%, -5%, -10%, -2%, -10, -7%, -23%, -11%, 15%
CC(C)(C)c1ccc(/C=N/NC(=O)c2ccccn2)cc1
    8%, -14%, -4%, ?, -3, 3%, 97%[activator], -4%, 12%
COc1ccc(OCC(=O)NNC(=O)c2cccc(S(=O)(=O)N(C)C)c2)cc1
    -4%, -4%, -1%, -5%, -5, -12%, 0%, 3%, -17%
Cc1nn(CCCC(=O)Nc2nccs2)c(C)c1[N+](=O)[O-]
    0%, -5%, -3%, -9%, -1, 14%, 57%[activator], 0%, 27%
Cc1cnc(NC(=O)COc2cccc3c2OC(C)(C)C3)s1
    -4%, -7%, -1%, -11%, -8, -10%, 2%, -1%, 24%
Cc1ccccc1CSCc1nc2ccccc2[nH]1
    5%, 4%, -6%, -9%, -1, -12%, -5%, -14%, 4%
COc1cccc(Nc2ncc3nc(-c4cccs4)c(=O)n(CCC#N)c3n2)c1
    4%, -5%, -8%, ., ., 2%[60.1 µM], ., ., .
O=c1cc(CO)oc(CN2CCN(CCO)CC2)c1O
    2%, -5%, -6%, -7%, 3, -7%, 13%, 9%, 18%
COc1ccc(OC)c(C(c2nnnn2CC2CCCO2)N2CCN(C)CC2)c1 (stereo not given)
    -2%, -2%, 1%, -16%, 0, -21%, -11%, -7%, -14%
COc1ccc(C(=O)N/C(=C\c2cn(S(=O)(=O)N(C)C)c3ccccc23)C(=O)N2CCN(C)CC2)cc1
    0%, -3%, 1%, -1%, -5, 5%, 26%, -14%, -30%
CC(CCN1CCN=C1N(C)C)c1ccccc1 (stereo not given)
    10%, -7%, ., ., -13, -10%, -13%, -10%, .
CC(C)CNC(=O)CC(=O)N/N=C/c1cccs1
    1%, -3%, 0%, -13%, -3, 4%, 23%, -9%, -1%
Cc1ccc(-c2ccccc2)n1-c1cccc(C(=O)O)c1
    6%, 2%, 0%, 1%, -10, -18%, -8%, -6%, 1%
CC[C@@]1(C(=O)OC)N[C@H](CN(C)S(=O)(=O)c2ccc(C(C)(C)C)cc2)[C@@H]2C(=O)N(Cc3ccccc3)C(=O)[C@@H]21
    -9%, -2%, ., ., 4, 17%, -8%, -9%, .
CC[C@H](C)C(C(=O)N1CCN(C(=O)OC(C)(C)C)CC1)n1cc(C(CO)NC(=O)OC(C)(C)C)nn1 (stereo not given in full)
    18%, -3%, 0%, -6%, -4, 15%, -2%, -4%, 35%
CC(C)NC(=O)c1ccc(Sc2ccccc2)c([N+](=O)[O-])c1
    -5%, -6%, -4%, -11%, -1, -25%, -5%, -21%, 9%
CN(CC(=O)NCc1ccccn1)S(=O)(=O)c1ccccc1
    -5%, -3%, 0%, -10%, -2, 0%, 15%, -7%, 32%
COCc1c(C(=O)N/N=C(/C)c2ccc(OCc3ccccc3)cc2)nnn1-c1nonc1N
    -1%, 1%, -5%, -10%, -5, -3%, -12%, 0%, 40%
C(=C\c1nnc(-c2cccs2)o1)/c1ccccc1
    -3%, 5%, -1%, -23%, -4, -9%, 10%, -9%, 24%
O=c1ccn(Cc2ccccc2Cl)cc1
    5%, 0%, 1%, -8%, -7, 0%, 32%, -9%, 85%
COc1ccccc1CNC(=O)C(=O)NCC1OCCN1S(=O)(=O)c1ccc2c(c1)OCCO2 (stereo not given)
    2%, -2%, 2%, 3%, -2, 8%, 18%, -24%, -14%
